Anthrax LF prot: blocks Bacillus anthracis lethal factor protease | P15917 | hit rate 0.12% among 360,000 | multiplex microsphere protease cleavage assay, LF | inhibition, % at 10 µM; also: plate controls were buffer without enzyme for full effect and enzyme alone for no effect
PriA SSB inh: blocks PriA binding to SSB C-terminal tail; hit rate 0.6% among 430,000; inhibition, % at 33 µM; AlphaScreen SSBct-PriA binding, biotinylated peptide; in the data active = inhibition mostly above about 37%, no sharp cut-off; inactive = mostly below about 20%;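 also: plate controls were negative control peptide for no effect and reference peptide for full effect; strong numbers were not always called active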
Yp Topo-I inh: Y. pestis Topo-I inhibition via cleavage products; Y. pestis Topo-I cleavage product accumulation, plate reader; activity, % at 10 µM; hit rate 0.064% among 360,000; in the data active = activity above about 50%, passing the limit was not always enough; also: inactives centre near 2
BoNT A protease: blocks Botulinum neurotoxin A light chain protease. multiplex microsphere protease substrate cleavage, flow cytometry. inhibition, % at 10 µM. hit rate 0.17% among 360,000. AID 588499; also: plate controls were buffer without enzyme for full effect and enzyme alone for no effect
BH1578 lux ind: quorum light induction in luxS cqsA deficient V. cholerae; hit rate 0.16% among 350,000; activation, % at 18.7 µM; V. cholerae BH1578 lux reporter, luminescence, 6 h; in the data active = activation mostly above about 9.7%, no sharp cut-off; also: not every result past the cut was called active; inactives centre near 0; reference of the scale not given here
SARS 3CLpro inh: SARS-CoV 3CLpro protease inhibition; inhibition, % at 6 µM; recombinant SARS-CoV 3CLpro, quenched FRET peptide cleavage; P0C6X7; hit rate 0.14% among 290,000; in the data active = inhibition above about 12%
TcdB GH inh: TcdB glycohydrolase inhibition; inhibition, % at 9.99 µM; TcdB glycohydrolase enzymatic assay, plate reader; P18177; hit rate 0.24% among 350,000; in the data active = inhibition above about 10%
PfHsp40 yeast: rescue of PfHsp40-mediated yeast toxicity; S. cerevisiae expressing PfHsp40, growth rescue, ATP luminescence; growth rescue, % at 12.5 µM; hit rate 0.68% among 340,000; AID 504582; in the data active = growth rescue above about 28%, passing the limit was not always enough;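 also: yeast W303a lacking pdr1 and pdr3 grown in galactose medium; growth measured after three days at 30 °C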
PrPC surface inh: inhibitors of human cell surface prion protein PrPC; inhibition, % at 13.8 µM; AID 720596; TR-FRET read-out; hit rate 0.43% among 370,000; in the data active = inhibition above about 24%; also: 0% = median of the test wells and 100% = reference compound wells
Active calls of the source: *; i = inactive; . = no result given; + = active, no number; & = joins results of further samples. Rule as the data show it, unless noted: active = inhibition above about 30%; inconclusive = no clear call, values can overlap the other calls; inactive = below that. An excerpt, so the mix of outcomes need not match the whole.

entry | Compound | Anthrax LF prot | PriA SSB inh | Yp Topo-I inh | BoNT A protease | BH1578 lux ind | SARS 3CLpro inh | TcdB GH inh | PfHsp40 yeast | PrPC surface inh
1 | Cc1nn(Cc2c(F)c(F)c(F)c(F)c2F)c(C)c1NC(=O)c1nn(C)c(C)c1Br | 0 | 0 | 3 | 1.0 | i | 1 | 0.4 | -0.4 | -7
2 | COC(=O)C1=C(C(C)=O)C(c2ccc(C(=O)OC)cc2)n2nnnc2N1 (stereo unspecified) | 1 | -7 | 10 | 0.5 | i | -2 | . | -2.0 | 0
3 | Cn1c(SCC(=O)NC2CC2)nnc1-c1ccccn1 | -2 | -14 | 8 | -3.0 | -1.7 | -1 | 0.9 | -1.1 | 4
4 | COCCOC(=O)C1=C(C)NC(=S)NC1c1ccc(OCC(=O)N2CC(C)OC(C)C2)c(OC)c1 (stereo unspecified) | -1 | -5 | 4 | 0.5 | -0.3 | . | 0.1 | 0.5 | -5
5 | O=C(NCCNS(=O)(=O)c1ccccc1)N1CCOCC1 | -1 | -2 | -8 | 0.4 | 5.9 | -1 | . | -2.3 | -4
6 | Cc1cccc(C(=O)OC2CCOC2=O)c1O (stereo unspecified) | 9 | -5 | 4 | 0.5 | -0.3 | -2 | -1.3 | 0.7 | -10
7 | CCCCn1c(N)c(N(CCC(C)C)C(=O)C2=NN(c3ccccc3)C(=O)CC2)c(=O)[nH]c1=O | -7 | -4 | 0 | -0.1 | 1.3 | . | 0.2 | 0.8 | 9
8 | O=C(O)CSc1cc(C(=O)c2cc(F)ccc2O)cn2c(=O)c3c(-c4ccccc4)csc3nc12 | -4 | 5 | 4 | 1.1 | i | 0 | 0.6 | 1.0 | 4
9 | CN(C)c1cccc(C(=O)OCC(=O)c2ccc[nH]2)c1 | 5 | 9 | 3 | 0.6 | 1.1 | . | -2.3 | 0.4 | 12
10 | CCC(C)c1ccccc1NC(=O)c1cccc(-n2cnnn2)c1 (stereo unspecified) | -3 | -13 | 3 | 0.5 | -0.8 | . | 1.9 | -0.6 | -2
11 | Cc1c(NC(=O)C(C)OC(=O)Cc2ccccc2)c(=O)n(-c2ccccc2)n1C (stereo unspecified) | 1 | -18 | 5 | -3.2 | -0.2 | -3 | 0.5 | -1.2 | 4
12 | Cc1nc2cc(F)ccc2n1C1CCN(C(=O)c2ccc(F)cc2F)CC1 | -6 | 5 | 2 | -0.8 | i | 3 | 1.1 | 0.7 | -6
13 | Cc1ccc(CC2C(=O)N(c3cc(Cl)ccn3)C(=O)C2C)cc1 (stereo unspecified) | -17 | -13 | -2 | 0.1 | -0.4 | 6 | 1.5 | 13 | 10
14 | CCCc1cc(=O)oc2cc(OCc3ccc(C(=O)O)cc3)ccc12 | -4 | -14 | 7 | -0.3 | 1.2 | 2 | -1.1 | -5.0 | 0
15 | COc1ccc(N=C2NC(=O)/C(=C\c3ccco3)S2)cc1 | -8 | 4 | 5 | -0.6 | -0.1 | 2 | 2.5 | -2.3 | 3
16 | Cc1cc(C)n2nc(SCc3ccc(F)cc3Cl)nc2n1 | 0 | -1 | 13 | -2.3 | i | -2 | 2.2 | -0.3 | 12
17 | CC(=O)Nc1ccc(CN2CCCCCCC2)cc1 | 1 | -8 | 2 | -0.4 | -0.5 | 0 | . | -0.6 | -8
18 | CCOc1ccc(S(=O)(=O)Nc2ccc(C(=O)NCC(C)(C)N3CCOCC3)cc2)cc1 | -2 | -20 | -4 | -0.9 | i | . | 0.8 | 1.1 | -3
19 | CCC(C)(C)NC(=O)C(c1ccccn1)N(C(=O)c1csnn1)c1ccccc1 (stereo unspecified) | -2 | -12 | 1 | 0.3 | i | 3 | 2.6 | -1.4 | -7
20 | COc1ccc(-c2csc3nc(-c4ccccc4OC)oc(=O)c23)cc1 | 2 | -27 | 17 | 0.3 | 1.7 | 4 | 0.8 | 1.3 | 2
21 | Cc1ccccc1-n1ncc2c1CC(C)(C)CC2NC(=O)c1snnc1C (stereo unspecified) | 1 | 2 | 2 | -0.4 | -0.4 | -8 | 0.4 | -0.1 | -4
22 | Cc1nn(-c2ccccc2)c(C)c1C(=O)Nc1ccc(N2CCOCC2)cc1 | -10 | -3 | 2 | -0.1 | 0.1 | -3 | 0.9 | 0.0 | -7
23 | CCCCN1C(=O)C(CC(=O)NCc2ccco2)CC(C(=O)N(C(C)C)C(C)C)=C1C (stereo unspecified) | 3 | . | . | 0.3 | . | . | 0.2 | . | 1
24 | O=C(CCSc1ccccc1)Nc1ccccc1C(=O)N1CCCC1 | 0 | -12 | -2 | 1.6 | -0.6 | 0 | . | -0.3 | 2
25 | CN=C1CN(O)C(c2ccccc2)=c2cc(Cl)ccc2=N1 | 3 | -4 | -2 | -1.1 | i | . | 3.1 | -1.1 | -2
26 | CC(=O)Nc1ccc(S(=O)(=O)N(C)c2ccc(O)cc2)cc1 | -1 | -4 | -8 | 0.8 | -12 | 1 | . | 0.2 | -3
27 | COc1ccc(S(=O)(=O)NC(C)c2ccc3c(c2)OCCO3)cc1 (stereo unspecified) | 1 | . | -3 | 0.0 | -0.5 | . | -0.7 | . | -1
28 | CC1(C(=O)NS(=O)(=O)c2cccs2)CCN1C(=O)Cc1ccccc1 (stereo unspecified) | 7 | . | -2 | 0.2 | -0.8 | . | -1.3 | . | -3
29 | COc1ccccc1N1CCN(C(=O)CCc2nnc3ccc(N4CCCC4)nn23)CC1 | 5 | -2 | 27 | 11 | -0.3 | 2 | -1.0 | -0.8 | 1
30 | O=C(CSc1nnc(-c2ccc([N+](=O)[O-])cc2)o1)Nc1ccccn1 | -3 | -8 | -7 | 0.3 | -0.3 | 2 | 1.2 | 0.3 | -5
31 | CCN(CC(=O)NCc1cccs1)C(=O)c1ccc(S(=O)(=O)N(CC)c2ccccc2)cc1 | 5 | 1 | 23 | 0.0 | -13 | . | -2.7 | 3.0 | 9
32 | Cc1cccc(C(=O)NNC(=O)c2ccc(Br)cc2)c1 | -2 | -3 | -1 | 0.6 | -0.6 | 4 | -0.2 | -1.4 | -3
33 | CCOc1cc(C(=O)NCc2ccco2)cc(OCC)c1OCC | -3 | -1 | -8 | -1.8 | i | 10 | 0.4 | -0.2 | 3
34 | CC(C)CNC1CS(=O)(=O)CC1O (stereo unspecified) | -2 | 0 | 3 | 0.6 | -0.6 | -1 | -0.2 | 0.0 | 0
35 | COc1ccc(C(CNC(=O)COc2ccccc2C#N)N2CCOCC2)cc1 (stereo unspecified) | 0 | -4 | 8 | -1.0 | i | 0 | . | 0.9 | -5
36 | COc1ccc(C(=O)NCCc2ccccc2)cc1[N+](=O)[O-] | -3 | -4 | 1 | 0.2 | -1.5 | -4 | 1.7 | -0.8 | -26
37 | C=CCNC(=O)C12CCC(C)(C(=O)C1Br)C2(C)C (stereo unspecified) | 1 | -12&-6 | -7 | -0.2 | -0.2 | -1 | . | -1.2 | -1
38 | CCCCNC(=O)CSc1nc2ccc(C)cc2[nH]1 | 3 | 1 | 3 | -0.2 | -1.4 | 2 | 1.3 | 0.7 | 8
39 | COC(=O)c1ccc(Cn2cc(C(F)(F)F)cc([N+](=O)[O-])c2=O)cc1 | -9 | -15 | 4 | 0.0 | + | 5 | 0.0 | -0.9 | -15
40 | CCOc1ccc(C(=O)NCC(=O)N2CCCC2)cc1 | -4 | -13 | 1 | -2.0 | -0.4 | 1 | 0.2 | -0.1 | -7
41 | CC(C)c1ccc(C(=O)NCc2ccc(Cl)cc2)cc1 | 0 | -5 | 18 | 0.3 | i | 1 | . | 0.7 | 10
42 | COc1ccc(C)cc1NC(=O)C1CCCCN1S(=O)(=O)c1ccccc1 (stereo unspecified) | -9 | -11 | 38 | -2.5 | i | . | -0.5 | 0.5 | -3
43 | Cc1nc(SCCOc2ccccc2)[nH]c(=O)c1Cc1ccccc1 | -1 | -1 | 1 | -1.0 | i | 3 | 1.7 | -0.2 | -2
44 | CC(=O)NC12CC3CC(C1)CC(C(=O)OCC(=O)Nc1ncc(Cl)cc1Cl)(C3)C2 | 0 | 1 | 16 | 0.9 | i | 3 | . | 2.9 | -5
45 | O=C1CC(SCCc2nc3ccccc3[nH]2)C(=O)N1c1ccc(F)c(Cl)c1 (stereo unspecified) | 4 | 11 | -3 | 0.2 | 0.0 | 3 | . | 3.7 | 1
46 | CN1CCN(C(=O)C2=C[C@@H](C3CC3)C[C@@H](OCc3ccc(CO)cc3)O2)CC1 | 1 | -3 | -1 | 0.1 | -0.9 | 6 | -0.2&-1.4 | -2.1 | 5
47 | COc1ccccc1CNC(=O)Cc1cc(=O)[nH]c(=O)[nH]1 | -17 | -3 | 1 | -0.9 | 0.0 | 2 | 0.8 | 0.6 | -1
48 | COc1cccc(C2(C)NC(=O)N(CC(=O)c3cc(C)n(C4CC4)c3C)C2=O)c1 (stereo unspecified) | -7 | 8 | 18 | -0.3 | i | . | 0.3 | -1.1 | -6
49 | CCCCOC(=O)n1ccc(C(=O)Nc2ccccc2OC)n1 | -2 | -12 | 3 | -0.5 | -5.0 | -2 | . | 0.1 | -1
50 | COc1ccccc1C(=O)N1CCN(Cc2cccnc2)CC1 | 2 | -5 | 0 | -2.6 | i | 0 | -0.8 | 2.5 | -3
51 | CC(NC(=O)CCCc1nnc2n(C)c(=O)c3sccc3n12)c1ccccc1 (stereo unspecified) | 0 | -12 | -1 | 0.3 | i | -3 | 0.6 | -0.5 | -3
52 | CCN(CC)S(=O)(=O)c1cc(NC(=O)Cc2ccsc2)ccc1C | 6 | -9 | 8 | -0.9 | i | -6 | 0.3 | -0.8 | 4
53 | Cc1cn([C@H]2C[C@H](O)[C@@H](CNCc3cnc(N4CCOCC4)s3)O2)c(=O)[nH]c1=O | -6 | . | 8 | -0.4 | i | . | 1.3 | . | 3
54 | O=S(=O)(c1cccc(-c2nc3ccccc3s2)c1)N1CCCC1 | -3 | -8 | 22 | -1.8 | -0.2 | 5 | -2.5 | 1.4 | 10
55 | c1cncc(-c2csc(NCc3ccco3)n2)c1 | -2 | 5 | 1 | -0.2 | -2.9 | 3 | . | 1.4 | 2

11 of these compounds in another layout.
Each structure is followed by: Anthrax LF prot, PriA SSB inh, Yp Topo-I inh, BoNT A protease, BH1578 lux ind, SARS 3CLpro inh, TcdB GH inh, PfHsp40 yeast, PrPC surface inh
[1] Cc1nn(Cc2c(F)c(F)c(F)c(F)c2F)c(C)c1NC(=O)c1nn(C)c(C)c1Br
→ 0, 0, 3, 1.0, i, 1, 0.4, -0.4, -7
[2] COC(=O)C1=C(C(C)=O)C(c2ccc(C(=O)OC)cc2)n2nnnc2N1 (stereo unspecified)
→ 1, -7, 10, 0.5, i, -2, ., -2.0, 0
[3] Cn1c(SCC(=O)NC2CC2)nnc1-c1ccccn1
→ -2, -14, 8, -3.0, -1.7, -1, 0.9, -1.1, 4
[4] COCCOC(=O)C1=C(C)NC(=S)NC1c1ccc(OCC(=O)N2CC(C)OC(C)C2)c(OC)c1 (stereo unspecified)
→ -1, -5, 4, 0.5, -0.3, ., 0.1, 0.5, -5
[5] O=C(NCCNS(=O)(=O)c1ccccc1)N1CCOCC1
→ -1, -2, -8, 0.4, 5.9, -1, ., -2.3, -4
[6] Cc1cccc(C(=O)OC2CCOC2=O)c1O (stereo unspecified)
→ 9, -5, 4, 0.5, -0.3, -2, -1.3, 0.7, -10
[7] CCCCn1c(N)c(N(CCC(C)C)C(=O)C2=NN(c3ccccc3)C(=O)CC2)c(=O)[nH]c1=O
→ -7, -4, 0, -0.1, 1.3, ., 0.2, 0.8, 9
[8] O=C(O)CSc1cc(C(=O)c2cc(F)ccc2O)cn2c(=O)c3c(-c4ccccc4)csc3nc12
→ -4, 5, 4, 1.1, i, 0, 0.6, 1.0, 4
[9] CN(C)c1cccc(C(=O)OCC(=O)c2ccc[nH]2)c1
→ 5, 9, 3, 0.6, 1.1, ., -2.3, 0.4, 12
[10] CCC(C)c1ccccc1NC(=O)c1cccc(-n2cnnn2)c1 (stereo unspecified)
→ -3, -13, 3, 0.5, -0.8, ., 1.9, -0.6, -2
[11] Cc1c(NC(=O)C(C)OC(=O)Cc2ccccc2)c(=O)n(-c2ccccc2)n1C (stereo unspecified)
→ 1, -18, 5, -3.2, -0.2, -3, 0.5, -1.2, 4

Assay outcomes (PubChem)
